# Screening results from PubChem.
# eIF4E 4G PPI: inhibitors of eIF4E and eIF4G interaction in translation initiation; P63073+Q04637; TR-FRET eIF4E-eIF4GI(517-606) binding, 2 h; inhibition, % at 21.7 µM; 220,000 compounds, 0.37% hits;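 active = inhibition above about 30%, limit read from the data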;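 note: 0% = full FRET control wells and 100% = background wells lacking eIF4GI fragment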
# TNF necrop inh: blocks TNF-alpha induced death of Jurkat FADD-/- cells; Jurkat FADD-/- TNF necroptosis rescue, ATP luminescence, 24 h; 0 = TNF only, 100 = no-TNF cells; activation (protection from cell death), % at 10 µM; 220,000 compounds, 0.068% hits;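 active = activation, meaning protection from cell death, of at least 50% relative to plate controls; inactive = activation below 50%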;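 note: necroptosis triggered by 40 ng/mL TNF-alpha added together with compound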
# PERK inhibitor: human PERK inhibition, primary cell-based screen | Q9NZJ5 | CHO PERK-DD fusion, SEAP luminescence translation reporter | inhibition, % at 5.6 µM | 220,000 compounds, 0.17% hits | AID 1416;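 active = inhibition above the mean inhibition of all tested compounds plus 3 SD, set separately per screening campaign, cut at about 2.9% in these data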;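 note: PERK kinase domain activated by AP20187 dimerizer at 100 nM; 0% = DMSO with dimerizer and 100% = rapamycin at 8.4 µM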
# zVAD death inh: blocks zVAD induced death of L929 cells; L929 zVAD necroptosis rescue, ATP luminescence, 24 h; with zVAD 60 µM; viability rescue, % at 10 µM; 220,000 compounds, 0.38% hits;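 active = activation, scaled between plate controls, above about 75%, limit read from the data; inactive = activation under that limit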;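 note: 0% = zVAD with DMSO and 100% = DMSO alone without zVAD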
# Mdm2 ligase inh: Mdm2 E3 ligase (human) inhibition; Q00987; cell-based MDM2 ubiquitination luciferase reporter, 2 h; 0 = plate control, 100 = twice control, blank-subtracted; signal enhancement, % at 5 µM; 210,000 compounds, 0.11% hits; AID 1230;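 active = signal enhancement of 30% or more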;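 note: luminescence tracks abundance of the self-degrading MDM2-luciferase fusion protein; higher signal means inhibition of MDM2 E3 ligase activity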
# Target sequence (Q00987 whole entry, looked up, the tested form may be a part): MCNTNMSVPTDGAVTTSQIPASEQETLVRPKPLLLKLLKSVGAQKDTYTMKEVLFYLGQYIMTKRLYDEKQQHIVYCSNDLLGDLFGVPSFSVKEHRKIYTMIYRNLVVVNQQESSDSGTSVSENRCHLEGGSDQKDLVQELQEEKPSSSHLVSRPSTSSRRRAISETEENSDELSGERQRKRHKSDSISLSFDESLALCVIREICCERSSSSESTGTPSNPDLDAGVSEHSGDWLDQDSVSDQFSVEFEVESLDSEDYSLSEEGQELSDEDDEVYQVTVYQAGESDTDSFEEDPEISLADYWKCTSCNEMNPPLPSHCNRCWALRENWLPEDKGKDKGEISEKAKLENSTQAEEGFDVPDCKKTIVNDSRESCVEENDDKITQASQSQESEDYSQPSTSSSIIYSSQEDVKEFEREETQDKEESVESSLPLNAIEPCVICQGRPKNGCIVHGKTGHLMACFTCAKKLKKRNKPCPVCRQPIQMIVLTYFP
#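 test system = mammalian cells stably expressing self-ubiquitinating, self-degrading MDM2 E3–luciferase fusion | quantity = 2000 cells/well | incubation = cell settling 4 h, compound treatment 2 h, both 37 °C | signal = luminescence with SteadyLite reagent, 15 min at room temperature | evaluation = % enhancement relative to plate controls after blank subtraction | benchmarks = plate controls and plate blanks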
# Cl transport mod: modulators of human KCC2 chloride dependent transport | Q9H2X9 | KCC2 cells, thallium flux FluoZin-2 fluorescence | B-score of Tl+ flux slope (higher = more flux/activation; lower = inhibition) at 10 µM | 190,000 compounds, 2.2% hits | AID 1456;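 active = thallium flux slope and its plate-corrected score both differing from the plate sample mean at a set confidence after two filtering rounds, in either direction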;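 note: slope of fluorescence scaled to starting intensity during 10 to 20 s after thallium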
# Calpain2 inh: inhibitors of pig calpain II | purified calpain II, fluorogenic peptide substrate, 30 min | 220,000 compounds, 0.37% hits | inhibition, % at 16 µM;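 active = inhibition above about 50%, limit read from the data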
# Rad51 HR inh: blocks human Rad51 in homologous recombination; Q06609; hRad51 DNA strand exchange, fluorescence dequenching; inhibition, % at 10 µM; 200,000 compounds, 0.085% hits;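 active = inhibition above 40% at the single screening dose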;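 note: 0% = DMSO control wells and 100% = blanks with heterologous ssDNA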
# Target sequence (Q06609 whole entry, looked up): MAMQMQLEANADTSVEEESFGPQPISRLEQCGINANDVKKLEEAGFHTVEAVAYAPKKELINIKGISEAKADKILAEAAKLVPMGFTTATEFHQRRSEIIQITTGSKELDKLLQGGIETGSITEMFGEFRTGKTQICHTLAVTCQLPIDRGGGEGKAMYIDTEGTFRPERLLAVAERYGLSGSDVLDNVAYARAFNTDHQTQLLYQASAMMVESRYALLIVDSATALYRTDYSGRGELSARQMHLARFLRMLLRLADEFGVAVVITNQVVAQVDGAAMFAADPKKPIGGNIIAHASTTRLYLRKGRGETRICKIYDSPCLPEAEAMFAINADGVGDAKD
#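 Test system – preformed human Rad51 ssDNA filaments · Reagent – Donor/quencher-labelled 47-bp dsDNA substrate · Incubation – 37 °C 15-min filament assembly, 30-min compound preincubation, 15-min exchange · Signal – FRET fluorescence dequenching, excitation 485 nm, emission 520 nm · Read-out – percent inhibition from fluorescence, normalised to plate control and blank means · Benchmarks – plate control and blank wells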
# EBV gp42 block: inhibitors of Epstein-Barr virus glycoprotein 42 | Q1HVG2 | Fluorescence polarization binding assay, mP read-out | inhibition, % (tested at 21.74 µM) | 220,000 compounds, 0.42% hits | AID 1085; in the data active = inhibition above about 50%
# * = called active by the depositor; i = inactive; . = no result given; [ ] = another dose, or the depositor's remark.
SMILES,eIF4E 4G PPI,TNF necrop inh,PERK inhibitor,zVAD death inh,Mdm2 ligase inh,Cl transport mod,Calpain2 inh,Rad51 HR inh,EBV gp42 block
CO[C@H]1C=CO[C@@]2(C)Oc3c(C)c(O)c4c(O)c(c5c(c4c3C2=O)NC2(CCN(CC(C)C)CC2)N=5)=NC(=O)C(C)=CC=C[C@H](C)[C@H](O)[C@@H](C)[C@@H](O)[C@@H](C)[C@H](OC(C)=O)[C@@H]1C,-0.4,.,-0.1,.,.,-0.759,-60.0,7.5,-9.0
CCCn1c(O)c(CN2CCCCC2)c(C)c(C#N)c1=O,-12.3,0.7,0.9,-0.2,-4.8,.,-29.0,-25.0,-4.2
Cn1c(=O)[nH]c(=O)c2c1ncn2CCCc1ccccc1,-2.1,-4.0,1.4,-0.2,0.5,0.409,-10.0,9.8,-12.7
COc1cc(-c2nc3ccccn3c2/N=C/c2cc(OC)c(O)cc2Cl)ccc1O,1.5,-2.4,2.0,0.5,-25.5,-1.8,i,.,1.3
CC(=O)Oc1cc2oc(=O)cc(C)c2cc1OC(C)=O,-0.8,-1.7,1.2,-0.1,-21.0,-0.419,-360.1,-0.2,-6.8
Cc1cc(C)nc(SCCn2c(N3CCOCC3)nc3c2c(=O)[nH]c(=O)n3C)n1,-2.5,-0.4,0.4,1.4,-5.9,-0.338,10.3,1.2,4.0
COc1ccc(CNC(=O)CSc2nnnn2Cc2ccccc2)cc1,-5.4,-4.4,0.0,-0.4,-9.7,-1.35,-6.5,0.2,0.4
COc1cc(/C=C/C(=O)c2c(O)ccc3c(C)cc(=O)oc23)ccc1O,0.6,-8.9,-0.8,-0.7,2.2,1.05,-10.0,-7.6,-16.3
CCN(CC)S(=O)(=O)c1cccc(C(=O)NC(C)C(c2cccs2)N2CCCC2)c1 (configuration not stated),0.6,0.1,0.1,-0.4,-4.0,-0.356,-10.5,21.7,-4.2
O=S1(=O)CCN(OCc2ccc(Cl)cc2)CC1,-2.5,1.0,-0.8,-2.2,-7.9,-0.424,27.1,-32.0,2.5
CC1CC(C)(C)N(C(=O)CSc2ccc(-c3ccc(F)cc3)nn2)c2ccccc21 (configuration not stated),-0.1,-3.6,-0.5,-0.3,-20.4,-2.65,14.3,20.3,-23.6
COc1ccc(/C(C)=N/NC(=S)NCc2ccco2)cc1,0.6[fluorescence artefact?],2.0,0.4,1.0,-8.6,3.81,23.9,-17.3,-16.1
Cc1cc(-c2ccco2)c(C#N)c2nc3ccccc3n12,.,-9.4,-0.7,46.2,-21.8,-0.522,.,-33.4,.
O=C(O)c1ccccc1N=Cc1c(O)n(-c2nccs2)c(=O)c2ccccc12,3.4,-4.3,1.8,-0.5,-17.4,-1.77,8.5,3.1,-13.2
CSc1ccc(S(=O)(=O)NCc2ccccc2)cc1,4.0,2.2,0.5,0.1,-15.3,-0.0166,7.0,-3.1,-19.6

# Results in Cl transport mod, Rad51 HR inh and zVAD death inh, for four of the compounds above:
structure,Cl transport mod,Rad51 HR inh,zVAD death inh
CCCn1c(O)c(CN2CCCCC2)c(C)c(C#N)c1=O,.,-25.0,-0.2
Cn1c(=O)[nH]c(=O)c2c1ncn2CCCc1ccccc1,0.409,9.8,-0.2
COc1cc(-c2nc3ccccn3c2/N=C/c2cc(OC)c(O)cc2Cl)ccc1O,-1.8,.,0.5
CC(=O)Oc1cc2oc(=O)cc(C)c2cc1OC(C)=O,-0.419,-0.2,-0.1

# Record cards, as listed above.
# Record of `CC(=O)Oc1cc2oc(=O)cc(C)c2cc1OC(C)=O` → eIF4E 4G PPI = -0.8; TNF necrop inh = -1.7; PERK inhibitor = 1.2; zVAD death inh = -0.1; Mdm2 ligase inh = -21.0; Cl transport mod = -0.419; Calpain2 inh = -360.1; Rad51 HR inh = -0.2; EBV gp42 block = -6.8
# Record of `COc1ccc(/C(C)=N/NC(=S)NCc2ccco2)cc1` → eIF4E 4G PPI = 0.6[fluorescence artefact?]; TNF necrop inh = 2.0; PERK inhibitor = 0.4; zVAD death inh = 1.0; Mdm2 ligase inh = -8.6; Cl transport mod = 3.81; Calpain2 inh = 23.9; Rad51 HR inh = -17.3; EBV gp42 block = -16.1

# Returning to the listing, repeating the 3 entries before the break.
SMILES,eIF4E 4G PPI,TNF necrop inh,PERK inhibitor,zVAD death inh,Mdm2 ligase inh,Cl transport mod,Calpain2 inh,Rad51 HR inh,EBV gp42 block
Cc1cc(-c2ccco2)c(C#N)c2nc3ccccc3n12,.,-9.4,-0.7,46.2,-21.8,-0.522,.,-33.4,.
O=C(O)c1ccccc1N=Cc1c(O)n(-c2nccs2)c(=O)c2ccccc12,3.4,-4.3,1.8,-0.5,-17.4,-1.77,8.5,3.1,-13.2
CSc1ccc(S(=O)(=O)NCc2ccccc2)cc1,4.0,2.2,0.5,0.1,-15.3,-0.0166,7.0,-3.1,-19.6
Cc1ccc(OCCCN2C(=O)C(=O)c3cccc(C)c32)cc1,2.2,-1.1,-0.1,0.2,-12.7,-0.354,0.0,5.8,-7.0
CCOC(=O)C1(CCc2ccccc2)CCN(C(=O)CN2C(=O)CSC2=O)CC1,0.4,0.4,0.2,-1.8,-6.5,-0.769,9.1,-34.8,13.0
COc1ccc2[nH]c(=O)c(COC(=O)c3cccs3)cc2c1,-24.4,0.3,-0.1,0.1,-3.0,0.0424,-14.0,6.3,-0.3
COc1ccccc1-c1ccc(NC2CCCCC2)nn1,5.3,4.4,-0.4,3.5,-17.0,-1.7,23.9,0.7,1.2
S=c1[nH]nc(CCc2nc3ccccc3[nH]2)n1-c1ccccc1,-2.2,0.4,0.8,9.6,0.9,0.232,-24.1,-2.1,-15.5
COc1ccccc1-c1nnc(SCC(=O)Nc2ccc(S(N)(=O)=O)cc2)n1N,-1.1,1.6,0.5,0.3,-7.0,0.701,-16.5,3.5,-15.5
CCCn1c(CNS(=O)(=O)c2ccc(C)cc2)nc2ccccc21,1.0,-0.7,-0.7,-1.6,-3.9,-0.463,1.2,-0.4,-13.8
Cc1ccc(NCC(O)C(O)C(O)CO)c(N=Nc2ccccc2)c1C (configuration not stated),-5.4,-2.7,-0.9,-1.1,.,-0.271,-7.5,-3.4,-1.8
CN1CCc2c(sc3c2C(=O)NC(c2cccs2)N3)C1 (configuration not stated),-11.8[fluorescence artefact?],-0.1,0.2,1.9,24.8,.,-51.7,-10.9,16.6
COc1ccccc1C(=O)N1CCN(Cc2nc3cc([N+](=O)[O-])ccc3n2C)CC1,-0.5,0.2,2.3,0.6,-16.6,0.364,25.2,6.3,-15.5
CCC(=O)NCCCCNC(=O)CC,-1.6,-1.3,0.9,-0.8,14.6,0.103,-12.9,-0.3,2.5
CCOc1nnnc2c1sc1nc(N3CCOCC3)c3c(c12)CCCC3,-1.4,-1.3,0.1,0.3,-8.3,-0.126,-54.1,0.3,-16.4
COC(=O)N/N=C(C)/C=C/c1ccccc1,.,-0.6,0.7,1.3,.,0.874,.,-9.9,.
CCn1c(O)c(/C=C2\C=Nc3ccccc32)sc1=O,3.4,8.1,0.2,70.2,-2.7,-0.285,-25.3,3.8,-4.5
O=C(Nc1ccc(N2CCN(C(=O)c3ccco3)CC2)cc1)c1ccco1,3.2,3.2,0.3,1.6,-9.8,0.0362,-14.0,-13.1,-4.7
O=C(Nc1ccc(-c2nc3ccccc3[nH]2)cc1)c1c(F)c(F)c(F)c(F)c1F,1.9,0.8,0.1,1.2,-14.3,1.06,-67.3,3.0,-6.2
CCCn1nc(C(=O)N2CCCc3ccccc32)c2ccccc2c1=O,2.1,-0.5,0.1,0.3,-3.2,-0.749,23.9,-0.6,-11.3
COc1ccc(Cn2c(-c3ccco3)nc3oc4cc(OC)ccc4c(=O)c3c2=O)cc1,10.3,1.4,-0.3,0.0,-1.6,.,-37.9,-6.0,-3.5
O=c1[nH]ncc2c3ccccc3n(Cc3ccccc3)c12,-0.7,1.0,-0.7,0.3,-1.4,0.0203,-16.1,13.4,-1.1
COc1ccc(NC(=O)c2oc3ccccc3c2NC(=O)C(C)(C)C)cc1,3.0[fluorescence artefact?],3.0,-2.0,0.6,-6.4,.,-30.8,1.3,-17.3
COc1ccc(CCN2CC(C(=O)NCc3ccc(F)cc3)CC2=O)cc1OC (configuration not stated),5.0,0.0,-0.4,-0.2,-9.6,0,-21.9,.,-2.1
CCOC(=O)c1c[nH]c2c3c(ccc2c1=O)CCCC3,2.8,-0.5,0.3,1.7,-44.4,0.297,5.3,6.8,-14.4
O=C(NC(=S)Nc1ccc2c(c1)C(=O)c1ccccc1C2=O)c1ccc(F)cc1,-6.8,0.9,0.9,1.3,-6.4,0.663,24.8,-3.2,-9.2
CCc1ccc(NC(=O)Nc2cccs2)cc1,3.0,-1.7,1.4,0.6,-12.3,-1.91,3.5,4.1,-18.2
O=C1CC(C(=O)N2CCOCC2)C2(CCCC2)O1 (configuration not stated),6.9,-0.1,0.3,-0.1,-3.5,0.116,-24.2,-4.1,-5.3
CCOC(=O)C1CCCN(C(=O)COc2ccc(N(C)S(=O)(=O)c3ccc(F)cc3)cc2)C1 (configuration not stated),-0.7,0.8,0.7,0.0,9.0,-0.569,-11.3,4.2,-15.8
CN(C(=O)CSc1nnc(-c2ccncc2)n1-c1ccccc1)C1CCS(=O)(=O)C1 (configuration not stated),-2.1,1.2,1.3,0.0,.,0.496,-14.0,48.4*,-19.9
O=C(Nc1cccc(-c2cnc3ccccc3n2)c1)c1ccncc1,6.6,-0.4,0.2,3.1,-16.6,-0.377,-8.2,14.4,-12.3
N=C1c2ccccc2CN1NC(=O)c1cccc(S(=O)(=O)N2CCCC2)c1,0.3,1.2,0.7,0.8,-5.3,0.153,15.2,13.3,-12.8
O=C(Nc1ccccc1F)C(=Cc1sc(N2CCOCC2)nc1-c1ccccc1)C(=O)Nc1ccccc1F,7.2[fluorescence artefact?],3.2,0.3,-0.6,-9.6,0.389,-86.1,-148.0,61.6*
